From PubChem BioAssay
CCT modulator – High-Throughput Screening for Modulators of Cytosolic Chaperonin Activity | activity change, % (concentration not given with the values), hits read low | 360,000 compounds, 0.3% hits | purified chaperonin ATPase assay, HTRF ADP detection, 30 min | AID 651819, 2012; in the data active means activity change below about -30%; further: on the % scale 0 is the no-effect control and ±100 the full control effect
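TRiC (40 or 20 nM final, by batch activity) in 30 mM Tris pH 7.4, 100 mM KCl, 5 mM MgCl2, 1 mM DTT was treated with compound at 76 uM single dose, then 10 uM ATP, 30 min at 37 °C. ADP was read by HTRF Transcreener.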
TGFb inhibitor – qHTS for Inhibitors of TGF-b | HepG2 CAGA-GFP TGF-b/SMAD3 reporter, GFP fluorescence, 18 h; TGF-beta stimulated, 500 pg/mL final | Potency, µM (highest dose often 46.1 µM), inactives show at the highest dose activity, negative = inhibition, hits mostly inhibitors | 410,000 compounds, 1.2% hits; further: potency means the concentration at half of the fitted maximal effect; on the % scale 0 is the no-effect control and ±100 the full control effect; nearly all actives have a fitted effect of over 65% in size
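GFP signal (ex488/em500-530) from TGF-beta-stimulated HEPG2 CAGA-GFP cells, 500 pg/mL final, 18 h at 37 degrees C in DMEM plus 1% FBS, normalized to unstimulated and DMSO-stimulated controls.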
EPAC2 antag – qHTS for Antagonist of cAMP-regulated guanine nucleotide exchange factor 2 (EPAC2): primary screen; EPAC2 GEF exchange of Rap1B-BODIPY-GDP, fluorescence; 360,000 compounds, 0.18% hits; Rap guanine nucleotide exchange factor 4 (Homo sapiens), Q8WZA2; Potency, µM (doses to about 114 µM), for the others: top-dose activity, negative = inhibition, most hits filed as inhibitors; further: potency means the concentration at half of the fitted maximal effect; on the % scale 0 is the no-effect control and ±100 the full control effect; nearly all actives have a fitted effect of over 45% in size; many of its hits are not listed in these tables
Target sequence (Q8WZA2 whole entry, looked up): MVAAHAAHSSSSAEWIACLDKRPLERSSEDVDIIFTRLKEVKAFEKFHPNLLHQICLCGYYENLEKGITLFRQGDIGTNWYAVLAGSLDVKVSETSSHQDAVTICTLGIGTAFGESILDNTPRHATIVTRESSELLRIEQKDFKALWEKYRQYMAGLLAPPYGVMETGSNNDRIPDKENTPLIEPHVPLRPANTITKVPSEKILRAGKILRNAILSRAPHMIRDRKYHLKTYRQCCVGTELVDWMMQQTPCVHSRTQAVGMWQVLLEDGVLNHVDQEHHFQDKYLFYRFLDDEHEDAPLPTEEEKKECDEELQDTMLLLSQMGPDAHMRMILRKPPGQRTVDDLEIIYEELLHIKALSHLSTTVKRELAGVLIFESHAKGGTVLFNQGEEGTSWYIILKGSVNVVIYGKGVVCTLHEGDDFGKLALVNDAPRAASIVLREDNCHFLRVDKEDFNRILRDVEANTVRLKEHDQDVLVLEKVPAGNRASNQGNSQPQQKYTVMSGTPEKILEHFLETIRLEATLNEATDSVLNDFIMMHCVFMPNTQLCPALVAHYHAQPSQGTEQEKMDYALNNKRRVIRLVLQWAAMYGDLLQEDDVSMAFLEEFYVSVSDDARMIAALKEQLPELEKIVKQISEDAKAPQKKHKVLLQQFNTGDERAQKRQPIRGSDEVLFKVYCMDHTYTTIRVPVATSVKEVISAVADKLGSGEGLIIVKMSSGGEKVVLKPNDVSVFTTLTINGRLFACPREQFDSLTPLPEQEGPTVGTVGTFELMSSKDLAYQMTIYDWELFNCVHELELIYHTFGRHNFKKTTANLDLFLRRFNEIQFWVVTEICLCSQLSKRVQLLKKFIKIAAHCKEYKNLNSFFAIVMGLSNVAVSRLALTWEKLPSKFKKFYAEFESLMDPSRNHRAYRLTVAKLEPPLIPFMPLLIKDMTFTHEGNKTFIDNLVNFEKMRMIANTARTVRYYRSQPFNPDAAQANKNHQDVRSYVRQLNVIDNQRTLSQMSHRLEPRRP
EPAC2 ag – qHTS for Agonist of cAMP-regulated guanine nucleotide exchange factor 4 (EPAC2): primary screen | Rap guanine nucleotide exchange factor 4 (Homo sapiens), Q8WZA2 | Potency, µM (top dose mostly 154 µM), for the others: at the highest dose activation, most hits filed as activators | AID 720711, 2013 | EPAC2 activation, biochemical qHTS; response scale: 100% = 6.5 mM cAMP response | 360,000 compounds, 0.079% hits; further: potency means the concentration at half of the fitted maximal effect; nearly all actives have a fitted effect of over 50% in size
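Guanine nucleotide exchange by EPAC2 is measured as reduced fluorescence of BODIPY-GDP once it is released from 250 nM Rap1B. Plates are read kinetically for 30 min at room temperature; results are scaled to 6.5 mM cAMP.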
MmCpn inh – Inhibitors of TCP-1 ring complex (TRiC) of Methanococcus maripaludis (MmCpn): qHTS; purified Mm-Cpn ATPase, ADP Transcreener TR-FRET; Chaperonin Mm-Cpn (Methanococcus maripaludis); 330,000 compounds, 0.031% hits; AID 504842, 2011; Potency, µM (series often up to 76.9 µM), inactives show top-dose activity, negative = inhibition, actives largely listed as inhibitors; further: potency means the concentration at half of the fitted maximal effect; on the % scale 0 is the no-effect control and ±100 the full control effect; nearly all actives have a fitted effect of over 80% in size
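Measured: ADP formation by purified Mm-CPN. Conditions: 25 nM protein, 10 uM ATP, Tris pH 7.4 with Mg2+, K+ and DTT, 37°C for 30 min. Detection: Transcreener HTRF after 30 min at room temperature.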
pAkt inh – HTS Assay for Inhibitors of Akt Phophorylation: Primary Screen | Neuro2A IGF-stimulated pAkt S473 HTRF, 20 min; stronger effect = lower value | activity change, % for hits at 50 µM | 360,000 compounds, 0.32% hits | AID 651550, 2012; in the data active means activity change below about -80%; inconclusive means mostly about -51% to -80%; further: on the % scale 0 is the no-effect control and ±100 the full control effect
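Single-point screen (50 µM final compound) in Neuro2A cells stimulated 20 min with 6 nM IGF at 37 deg C. After lysis, Ser473-phosphorylated Akt read by HTRF (ex 330 nm, em 615/665 nm) as the 665/615 ratio.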
A549 tox – Nrf2 qHTS screen for inhibitors: counterscreen for cytotoxicity | A549 ARE-Fluc cells, CellTiter-Fluor viability, 18-24 h | Potency, µM (highest dose often 46 µM), for the others: top-dose activity change, negative = cytotoxicity, actives largely listed as inhibitors | 390,000 compounds, 0.16% hits | AID 504648, 2011; further: potency means the concentration at half of the fitted maximal effect; on the % scale 0 is the no-effect control and ±100 the full control effect
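A549 ARE_Fluc cells in 5% FBS OPTI-MEM were exposed to compounds in concentration-response for 18-24 h at 37 deg C. Viability was read by CellTiter-Fluor fluorescence (Ex 405/Em 525) after 30 min, before the luciferase read.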
Nrf2 block – Nrf2 qHTS screen for inhibitors; AID 504444, 2011; 360,000 compounds, 2.1% hits; Potency, µM (doses to about 46 µM), without a hit: at the highest dose activity change, negative = inhibition, hits mostly inhibitors; A549 ARE-Fluc reporter, luciferase luminescence, 18-24 h; further: potency means the concentration at half of the fitted maximal effect; on the % scale 0 is the no-effect control and ±100 the full control effect; nearly all actives have a fitted effect of over 60% in size
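Nrf2 function is reported as luminescence of an ARE-controlled luciferase in A549 cells. Compounds were tested at several concentrations, and a CellTiter-Fluor read on the same wells flagged cytotoxicity.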
Nrf2 activator – qHTS of Nrf2 Activators. AREc32 ARE-luciferase reporter (MCF7-derived line), luminescence, 24 h. Potency, µM (highest dose often 46.1 µM), for the others: at the highest dose activation, hits mostly activators. 410,000 compounds, 0.31% hits. AID 624171, 2012; further: potency means the concentration at half of the fitted maximal effect; % of control where 0% means no effect; nearly all actives have a fitted effect of over 65% in size
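Luciferase luminescence (Steady-Glo, 30 min at room temperature) served as the read-out of ARE activation in AREc32 cells treated with compounds for 24 hr at 37 deg C.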
Starred values were filed as active, the others as inactive; i = inactive; ? = inconclusive; nt = no result given; & = joins results of further samples; [ ] = dose if it differs, or a comment. Unless noted, the call rests on the fitted dose curve; in most records, active means well fitted curve in the direction sought with a large enough effect; inconclusive means small, poorly fitted or top-dose-only effect, or another doubt; inactive means no such curve, though single readings can be large; an effect the other way counts as inactive or inconclusive.

No.	SMILES	CCT modulator	TGFb inhibitor	EPAC2 antag	EPAC2 ag	MmCpn inh	pAkt inh	A549 tox	Nrf2 block	Nrf2 activator
1	CN1[C@@H]2CC[C@H]1CC(OC(=O)C1C=Nc3ccccc31)C2 (stereo partly specified)	0.8	13%	-33%	2%	-2%[15.4 µM]	nt	?	-17%	1.2%
2	C=CCN1C(=O)c2ccccc2Sc2ccc(C(=O)N3CCC4(CC3)OCCO4)cc21	-1.9	0%	6%	-2%	-1%	i	-3%	-26%	0.2%
3	CCCN(CCC)C(=O)Cc1c(-c2ccc(Cl)cc2)nc2c(Cl)cc(Cl)cn12	0.2	-1%	-16%	-9%	-1%	i	0%	12%	-0.4%
4	Cc1ccc(OC(=O)c2ccc(Br)o2)cc1	0.4	?	5%	9%	0%	i	-5%	15%	-0.6%
5	COC(=O)C1=C(N)Oc2c(c(=O)oc3ccccc23)[C@]12C(=O)N(C)c1ccccc12	1.5	-18%	13%	22%	5%	i	5%	nt	0.2%
6	CCN(CC)P(=O)(NC(=O)C(Cl)(Cl)Cl)N(CC)CC.[Cl-].[Cl-].[Cl-].[Nd+3]	0.1&-3.7	0%&-9%	-1%&-1%	11%&2%	-2%	i	-8%&-13%	?	0.1%&-0.8%
7	Cn1cccc1CN1CCN(C(=O)COc2ccccc2)CC1	-3.7	-1%	0%	13%	-3%	i	0%	-6%	0.4%
8	CC1=C(C(=O)O)N2C(=O)[C@@H](NC(=O)CCCC(=O)O)[C@H]2SC1	1.9	8%	6%	1%	nt	i	0%	2%	-0.7%
9	O=C1NCN(c2ccccc2)C12CCN(C(c1cccs1)c1nnnn1Cc1ccccc1)CC2 (stereo unspecified)	-1.8	?	10%	14%	nt	i	nt	nt	0.4%
10	Cc1onc(-c2ccccc2)c1C(=O)N1CCC2(CC1)OCCO2	-2.1	0%	5%	0%	-19%	i	1%	nt	-0.9%
11	CCOC(=O)C1C(=O)N(C)C2(C)CC1c1ccccc1O2 (stereo unspecified)	0.5	-7%	4%	-10%	2%	-114%*	2%	11%	0.4%
12	CCCNC(=O)N1[C@H]2CC[C@@H]1C(C(=O)OC)=C(c1ccc(S(C)(=O)=O)cc1)C2	-0.5	2%	11%	9%	nt	i	-2%	2%	-1.1%
13	CCn1c(COc2cccc3ccccc23)nnc1SCC(N)=O	-0.8	-7%	7%	9%	?	i	nt	2%	-0.2%
14	O=c1oc2ccccc2c(O)c1[C@H]1c2ccc(O)cc2Oc2c1c(=O)oc1ccccc21	1.2	?	-13%	-6%	-7%	i	-13%	-25%	0.3%
15	COc1ccc(NC(=O)N2C[C@@H]3C[C@@H](C2)c2cccc(=O)n2C3)cc1	-5.2	27%	5%	9%	2%	i	1%	3%	-1.1%
16	C/C(=C\c1ccc(N(C)C)cc1)[N+](=O)[O-]	-1.3	?	-1%	-2%	0%	i	?	23µM*	?
17	CC1CC(OC(=O)c2ccccc2)(c2ccccc2)C(C)CN1C (stereo unspecified)	-2.8	-8%	7%	1%	2%	i	-5%	17%	2.9%
18	CN(C(=O)CNC(=O)OCc1ccccc1)c1ccc(Br)cc1C(=O)c1ccccc1Cl	0.4	?	4%	2%	1%	i	-25%	?	4.9%
19	COc1cc(O)c(C(=O)O)c(-c2cc(O)c(O)cc2C)c1	-1.9	1%	-2%	0%	-1%	i	-13%	-6%	17%
20	CN1CCc2nc3sc(C(=O)NC4CC4)c(N)c3cc2C1	-0.6	-27%	7%	4%	-8%	i	-8%	8%	4.3%
21	CC(=NCc1cccnc1)c1c(O)n(C2CCCCC2)c(=O)[nH]c1=O	-0.9	-11%	-8%[57.1 µM]	3%	-2%	i	-22%	?	-0.5%
22	Cn1c(O)c(C(=Nc2ccccc2)SCc2ccccc2Cl)c(=O)n(C)c1=O	-3.4	-19%	-6%	4%	0%	i	?	?	0.3%
23	COC1=CC=C2[C@H]3Cc4ccc(OC)c5c4[C@@]2(CCN3C)C1O5 (stereo partly specified)	0.2	9%	28%	3%	-2%	i	-4%	-5%	0.0%
24	CCOC(=O)c1ccc(N2C(=O)CC(N3CCC(O)(c4ccc(Br)cc4)CC3)C2=O)cc1 (stereo unspecified)	-1.5	?	0%	-6%	2%	i	0%	nt	0.2%
25	C=Cn1ccnc1P(=S)(c1ccccc1)c1nccn1C=C	1.6	-10%	6%	-1%	3%	i	-2%	?	-0.9%
26	CC(C)(C)C(=O)c1cn(CC(=O)NCc2ccco2)c2ccccc12	0.5	0%	-6%	-6%	2%	i	-11%	?	6.8%
27	CCOC(=O)c1cc2cc(OC)ccc2n1C1CCN(Cc2ccccc2)CC1	0.5	nt	-4%	8%	nt	i	nt	nt	4.0%
28	Cn1c(O)c(C=NC2CC(C)(C)NC(C)(C)C2)c(=O)n(C)c1=O	-1.3	10%	-11%	6%	-1%	i	1%	7%	-0.4%
29	C=CCn1c(O)c(C(C)=Nc2cc(OC)ccc2OC)c(=O)[nH]c1=O	0.2	?	22%	3%	0%	i	14%	-2%	-0.3%
30	Cc1onc(-c2ccccc2Cl)c1C(=O)NCc1ccc2c(c1)cc(C)n2C	0.1	3%	-3%	9%	?	i	-1%	-6%	0.5%
31	CCC1=Nc2cc(C(=O)N3CCC4(CC3)OCCO4)ccc2Sc2ccccc21	-1.2	-15%	-25%	2%	1%	i	-5%	-24%	-0.5%
32	COc1ccc(C(=O)NCCn2cc(SCc3ccc(C(F)(F)F)cc3)c3ccccc32)cc1OC	nt	7.1µM*	nt	nt	nt	nt	-20%	18µM*	0.2%
33	CCOC(=O)c1ccc(NC(=O)N2C[C@@H]3C[C@@H](C2)c2cccc(=O)n2C3)cc1	0.2	23%	10%	2%	0%	i	13%	-10%	-0.2%
34	COc1ccc(N/N=C/c2c(O)n(-c3cccc(C)c3)c(=O)[nH]c2=O)cc1	0.9	-20%	3%	4%	-6%	i	-7%	4%	0.8%
35	CC1CCC2C(C)C(=O)OC3OC4(C)CCC1C32OO4 (stereo unspecified)	1.2	7%	-2%	1%	1%	i	-8%	-7%	7.6%
36	CC1(C)N2CC3([N+](=O)[O-])CN1CC([N+](=O)[O-])(C2)C3	0.6	40%	4%	11%	-2%	i	12%	1%	-0.1%
37	C=CCN1CC[C@]23c4c5ccc(O)c4O[C@H]2/C(=N/NC(=O)c2ccccc2)CC[C@@]3(O)[C@H]1C5	-2.4	3%	6%	6%	nt	i	1%	10%	2.8%
38	Cc1cnc(-n2c(=S)[nH]c3ccccc3c2=O)s1	-4.9	2%	13%	0%	-3%	i	0%	16%	2.5%
39	C=CCN1C(=O)NC(=O)C(CCc2ccncc2)(CCc2ccncc2)C1=O	2.1	0%	12%	4%	3%	i	-1%	12%	0.3%
40	COc1cccc(CNC(=O)c2cc3c(-c4ccccc4F)nn(C)c3s2)c1	nt	-17%	nt	nt	nt	nt	-6%	?	0.0%

2 compounds from above, reduced to pAkt inh.
| cpd | SMILES | pAkt inh |
| --- | --- | --- |
| 37 | C=CCN1CC[C@]23c4c5ccc(O)c4O[C@H]2/C(=N/NC(=O)c2ccccc2)CC[C@@]3(O)[C@H]1C5 | i |
| 38 | Cc1cnc(-n2c(=S)[nH]c3ccccc3c2=O)s1 | i |

(listing goes on)
No.	SMILES	CCT modulator	TGFb inhibitor	EPAC2 antag	EPAC2 ag	MmCpn inh	pAkt inh	A549 tox	Nrf2 block	Nrf2 activator
41	COc1ccc(CN2CCN(Cc3ccccc3)CC2)c(OC)c1	-0.5	-5%	-6%	9%	-2%	i	-1%	-1%	0.1%
42	COc1ccc(S(=O)(=O)N2CCOCC2)cc1NC(=O)COC(=O)Cc1ccccc1	2.0	0%	-3%	5%	2%	i	3%	-14%	-0.4%
43	CCN1CCN(C(=O)Cc2ccccc2OC)CC1	-2.3	5%	5%	-6%	2%	i	-1%	-1%	0.4%
44	CC(C)C1C(c2ccccc2)N(C)C(c2ccccc2)CC1(O)c1ccccc1 (stereo unspecified)	1.2	?	-15%	-11%	0%	i	2%[1.84 µM]	?	4.8%
45	Nc1ccc(C(=O)N/N=C2/CN3CCC2CC3)cc1	-5.0	-2%	6%	10%	-1%	i	-3%	16%	-0.1%
46	O=C(c1ccoc1)N1CCCC(N2CCN(c3cccc(C(F)(F)F)c3)CC2)C1 (stereo unspecified)	0.4	-17%	-9%	3%	0%	i	-9%	?	2.2%
47	Cc1ccc2c(C)c3ccc4ccccc4c3c[n+]2c1	-1.3	?	6%	5%	nt	i	?	2.6µM*	-1.7%
48	COc1ccccc1N1C(=O)NC(=O)/C(=C/c2ccc([N+](=O)[O-])s2)C1=O	-0.4	?	-1%	5%	-5%	i	?	-1%	3.7%
49	COc1ccc(-c2nc(CN3C(=O)CN=C(c4ccccc4)c4ccccc43)c(C)o2)cc1	nt	?	nt	nt	nt	nt	-11%	-14%	-3.2%

An excerpt. The share of hits here may be higher or lower than overall.
